Compound activity: PubChem BioAssay, NCI
All columns: NCI-60 one-dose screen, growth in % after 48 h at 10 µM unless noted; 100 = growth as untreated, 0 = no growth, -100 = all killed.
RPMI-8226 – RPMI-8226 leukemia cells | 77,000 compounds, 7.5% hits
A549/ATCC – A549/ATCC NSCLC; 81,000 compounds, 3.7% hits; AID 1794740
HOP-62 – HOP-62 NSCLC. 80,000 compounds, 3.9% hits. AID 1794735
M14 – M14 melanoma; 80,000 compounds, 6.2% hits
HOP-92 – HOP-92 NSCLC cells. 71,000 compounds, 6.3% hits
MOLT-4 – MOLT-4 leukemia cells. AID 1794779. 80,000 compounds, 6.9% hits
EKVX – EKVX NSCLC. 71,000 compounds, 3% hits
CCRF-CEM – CCRF-CEM leukemia | 77,000 compounds, 7% hits | AID 1794778
The depositor's hits bear a star; · = not tested or not shown; & = joins results of further samples. The calls were made as follows: active = growth percent below 10; inactive = the rest.

SMILES | RPMI-8226 | A549/ATCC | HOP-62 | M14 | HOP-92 | MOLT-4 | EKVX | CCRF-CEM
C=C(C)[C@@H]1CC[C@]2(C)[C@H](CC=C3[C@@H]4CC(C)(C)CC[C@]4(C(=O)N4CCOCC4)CC[C@]32C)[C@@]1(C)CCC#N | 58.9 | 48.2 | 81.6 | 88.5 | 69.3 | 70.5 | 83.0 | 86.4
CC(C)(C)c1ccc(C(=O)O)cc1 | 93.5 | · | 88.4 | 95.7 | 100.5 | 103.3 | 94.5 | 112.8
C=C(CNCCO)[C@@H]1CC[C@]2(CO)CC[C@]3(C)[C@H](CC[C@@H]4[C@@]5(C)CCC(NCCO)C(C)(C)[C@@H]5CC[C@]43C)[C@@H]12 (some centres undefined) | 36.8 | 61.4 | 93.4 | 14.3 | 65.5 | 39.9 | 82.4 | 39.2
O=C1Nc2ccccc2/C1=C\C(=O)c1ccc(NS(=O)(=O)c2ccccc2)cc1 | 101.5 | 99.3 | 88.2 | 96.1 | 75.8 | 89.2 | 92.1 | 82.9
CC(=O)CC(C)=NCCN=C(C)CC(C)=O | 99.5 | 108.2 | 93.0 | 114.7 | 82.1 | 106.8 | 110.6 | 72.5
N#C/C(=C\c1cccs1)C(=O)Nc1ncc(Cc2ccc(Cl)cc2Cl)s1 | 90.6 | 95.2 | 99.9 | 97.8 | 90.4 | 91.3 | 95.2 | 87.1
CN1C(=O)/C(=C2/C(=O)N(C)c3ccccc32)S/C1=N\Nc1ccccc1 | 91.5 | 95.8 | 86.8 | 99.4 | 79.0 | 103.5 | 68.9 | 94.1
COC1=C(OC)C(=O)C=CC1=O | 91.4 | 109.2 | 117.3 | 115.9 | 110.1 | 12.6 | 121.3 | 46.0
COC(CC(F)F)c1ccc(-c2ccccc2)cc1 (centres undefined) | 109.0 | 97.6 | 108.5 | 109.9 | 87.9 | 89.5 | 108.6 | 104.2
N#CCC(=O)NNc1nc2ccccc2nc1Cl | · | 97.8 | 99.2 | 100.4 | 83.9 | 101.1 | 92.7 | 97.9
COc1ccccc1Nc1nc(SC)nc(-c2cccc([N+](=O)[O-])c2)c1C#N | 107.6 | 96.5 | 89.3 | 97.5 | 93.4 | 101.4 | 85.4 | 100.4
CN(C)S(=O)(=O)c1ccc(Cl)cc1 | 100.4 | 87.1 | 106.1 | 109.6 | 103.1 | 113.2 | 104.0 | 97.2
COc1cc2oc(-c3cccc(NC(=O)Nc4ccc(F)cc4)c3)cc(=O)c2c(OC)c1OC | 67.4 | 78.5 | 98.6 | 84.4 | 72.0 | 82.2 | 90.8 | 58.8
O=C(N(c1ccccc1)c1ccccc1)n1cc(I)c2nc(Cl)nc(Cl)c21 | 0.0* | 60.2 | 43.9 | 57.4 | 71.8 | 2.5* | 71.1 | 4.3*
CN=C1CCCCN1 | 76.1 | 100.1 | 191.1 | 91.4 | 88.6 | 44.0 | 91.0 | 99.2
CC12CC[C@@H]3[C@]4(C)COC(c5cn[nH]c5-c5ccccc5)O[C@@H]4CC[C@@]3(C)[C@@H]1CC(C1=CCOC1=O)O2 (some centres undefined) | 49.4 | 102.9 | 102.9 | 104.0 | 109.0 | 74.0 | 87.7 | 82.4
COc1c(F)ccc(C(=O)Nc2ccc3nc(NC(=O)C4CCCN(S(=O)(=O)c5ccc(Br)s5)C4)sc3c2)c1F (centres undefined) | 46.7 | 79.7 | 104.3 | 89.7 | · | 48.5 | 81.2 | 75.0
CC(=O)Nc1ccccc1-c1n[nH]c(=O)[nH]c1=O | 102.9 | 116.2 | 97.6 | 92.0 | -10.8* | 109.3 | · | 104.7
Cc1nc2sc(C(=O)N3CCN(c4ccccc4)CC3)c(N)c2c(C)c1Br | 105.6 | 101.3 | 88.7 | 98.3 | 108.6 | 99.1 | 96.9 | 111.0
OCc1[nH]nc(-c2ccccc2)c1[C@@H](NCc1ccccc1)c1ccccc1 | 98.3 | 101.8 | 92.8 | 96.5 | 92.4 | 93.9 | 103.6 | 89.5
N=c1c(S(=O)(=O)c2ccccc2)cc2c(=O)n3ccccc3nc2n1CCN1CCOCC1 | 103.6 | 91.9 | 91.7 | 101.9 | 86.5 | 100.7 | 93.2 | 102.0
CCCSSSCCC | 103.1 | 94.6 | 96.8 | 95.9 | 92.2 | 108.3 | 95.6 | 81.2
COc1ccc(CCN2COc3c([C@@H](C)CCC=C(C)C)ccc(C)c3C2)cc1OC | 28.5 | 74.3 | 73.4 | 11.5 | -1.3* | 48.3 | 63.2 | 62.6
O=C(O)CNC1=NCCN1 | 87.3 | 107.2 | 103.9 | 100.3 | 102.6 | 97.9 | 96.0 | 97.8
COc1ccc(/C=C2\SC(=O)NC2=NCCCO)cc1OC | 105.9 | 107.4 | 100.8 | 104.8 | 98.7 | 102.7 | 89.4 | 111.3
Cc1ccc(-n2cc(C(=O)c3cc4c(ccc5ccccc54)oc3=O)c(C(=O)c3cc4ccccc4o3)n2)cc1 | 93.7 | 93.7 | · | 96.8 | 79.9 | 89.5 | 100.1 | 90.6
Cc1cc2nc(/C=C/c3nc4cc(C)c(C)cc4[nH]3)[nH]c2cc1C | · | 100.7 | 93.3 | 85.4 | 89.2 | 107.2 | 109.9 | ·
COc1ccc(-c2cnc3[nH]c(-c4cc(OC)ccc4OC)c(C#N)c(=O)n23)cc1 | 105.0 | 101.8 | 99.7 | 104.9 | 86.9 | 101.2 | 97.1 | 102.4
COC(=O)[C@]1(C)CCC[C@]2(C)[C@H]3C[C@H]4C(C(C)C)=C[C@]3(CC[C@H]21)[C@@H]1C(=O)N(OCCC#N)C(=O)[C@@H]14 | 85.1 | 117.9 | 107.5 | 90.8 | 79.7 | 96.8 | 89.3 | 116.5
COc1cc(NC(=O)CCSc2nc3ccc(C)cc3c(=O)n2-c2ccccc2)cc(OC)c1OC | 73.3 | 85.1 | 93.6 | 100.6 | 60.3 | 57.7 | · | 65.0
O=C(Nc1cccc(Cn2c(=O)[nH]c3ccc(Oc4ncccn4)cc3c2=O)c1)c1ccc(Cl)cc1 | 25.5 | 46.9 | 55.2 | 57.8 | 52.8 | 22.5 | 52.3 | 47.0
O=C(Nc1ccccc1Cl)C1=NCC(=O)N(c2ccccc2)N1 | 102.5 | 107.2 | 99.9 | · | 122.0 | 106.1 | 98.1 | 96.3
COc1cc(CNc2cnc(Nc3ccc(N4CCOCC4)cc3)nc2Oc2ccc(C)cc2OC)cc(OC)c1 | 89.0 | 60.8 | 62.9 | 79.3 | 93.0 | 69.0 | 92.7 | 102.3
COC(=O)c1ccc2c(c1)NC(=O)[C@@H]1CCCN21 | 96.6 | 98.2 | 85.7 | 102.4 | 87.5 | 84.1 | 94.1 | 99.5
CCOc1ccccc1N(CCO)CCO | 98.9 | 99.8 | · | 113.4 | 77.8 | 105.3 | 103.1 | 100.4
O=C(N/N=C/C(O)C1OC(=O)C(O)C1O)c1ccncc1 (centres undefined) | 97.9 | 104.6 | 98.3 | 97.8 | · | 89.8 | · | ·
CC1(C)C2(C#N)C(=O)NC(=O)C12C#N (centres undefined) | 95.0 | 91.1 | 104.3 | 107.4 | 84.1 | 103.0 | 109.8 | 92.2
COc1cccc(-c2nc3occn3c2-c2ccnc(NCCNS(=O)(=O)c3ccc(C(F)(F)F)cc3)n2)c1 | 69.2 | 87.9 | 118.7 | 102.3 | 95.9 | 75.3 | 84.3 | 92.1
Cc1ccc(-n2nnnc2N)c(C)c1 | 108.6 | 104.0 | · | 104.3 | · | 109.2 | 98.5 | 112.2
O=C(Nc1ccccc1)c1ccncc1 | 96.5 | 99.7 | 93.3 | 94.5 | 71.7 | 104.0 | 90.0 | 91.6
N#CC1=C(N)Oc2c(cnn2-c2ccc([N+](=O)[O-])cc2[N+](=O)[O-])C1c1ccccc1 (centres undefined) | 92.5 | 102.7 | 98.3 | 95.3 | 75.6 | · | 90.6 | 79.7
COc1ccc(C(N)CCc2cc(OC)c(OC)c(OC)c2)cc1 (centres undefined) | 103.8 | 110.0 | 97.0 | 91.5 | 67.1 | 117.4 | 92.3 | 113.2
Nc1ccc(S(=O)(=O)O)cc1 | 105.3&104.7 | 100.6&106.2 | 101.0&95.1 | 99.4&106.5 | 91.4 | 99.9&98.5 | 96.3 | 100.0
O=S(=O)(Oc1ccc(-c2cn3ccoc3n2)cc1)C1CCCCC1 | 93.3 | 99.4 | 105.1 | 104.4 | 99.9 | 93.5 | 100.5 | 87.2
CCN1C(=S)N(CC)C2C1NN=c1s/c(=C3\C(=O)N(C)c4ccccc43)c(=O)n12 (centres undefined) | 116.4 | 103.7 | 91.6 | 99.1 | 104.0 | 107.8 | 94.3 | ·
CCCCCCOc1ccc(C(=N)N(CCCC)CCCC)c2ccccc12 | -41.2* | -83.1* | -89.0* | -96.1* | -81.7* | -38.4* | -75.4* | -12.8*
O=C(CCCNC(=O)c1nc(-c2ccccc2)n(-c2ccccc2)n1)NO | · | 71.7 | · | 98.0 | · | 101.5 | 96.8 | ·
COc1ccc(-c2ccc(-c3ccc(C(=N)N)s3)s2)cc1Cl | -39.7* | -69.8* | 70.9 | 97.2 | 16.5 | -57.3* | 70.1 | -31.2*
C[N+](C)(C)CC(=O)NN | 99.9 | 98.8 | · | 107.4 | 86.5 | 107.1 | 106.8 | 101.7
CC(=O)CC(=O)Nc1ccccc1 | 110.5 | 94.0 | 98.6 | 108.5 | 96.2 | 123.1 | · | 117.8
OCC1(CO)COC2(CCCC2)N1 | 109.8 | 90.6 | 93.8 | 99.4 | · | 94.9 | 91.1 | 101.2
CCCCCCC(C)OC(=O)/C=C/c1ccccc1 (centres undefined) | 101.9 | 99.5 | 107.1 | 108.7 | 94.9 | 88.5 | 111.8 | 103.2
COc1cc(/C=C2\C(=O)Nc3ccccc32)ccc1OCc1ccccn1 | 84.8 | 107.2 | 92.1 | · | 71.9 | 87.5 | 77.5 | 91.7
O=C1CC2(CCN(c3c(Cl)cncc3-c3ccc(N4CCOCC4)cc3)CC2)C(=O)N1 | 50.3 | 81.3 | 95.5 | 90.9 | 75.8 | 66.6 | 96.6 | 69.2
O=C(Nc1cc(-c2ccccc2)nn1-c1ccccc1)c1ccccc1F | 86.3&94.9 | 96.4&82.6 | 102.1&104.8 | 98.1&101.6 | 110.6&87.6 | 88.1&93.8 | 85.9 | 95.5
COc1ccc(C(=O)/C=C/c2ccc(Oc3nc(NCCO)nc(N4CCOCC4)n3)c(OC)c2)cc1 | 9.4* | 102.9 | 106.2 | 86.8 | 103.8 | 10.6 | 90.1 | 9.4*
NCCN1CCN(c2nccc(-c3ccc(Cl)cc3)n2)CC1 | 68.2 | 67.8 | 76.6 | 58.4 | 38.8 | 51.0 | 85.5 | 65.0
COc1cc(CNS(=O)(=O)c2ccc(C)cc2)ccc1OCc1cn(-c2ccccc2Cl)nn1 | 100.1 | 90.3 | 91.2 | 95.6 | 87.5 | 95.7 | 79.3 | 107.8
Cc1cc(C)n(C(=O)c2sc(=S)n(-c3ccccc3)c2-n2nnc(C#N)c2N)n1 | 109.7 | 113.8 | 104.7 | · | 117.6 | 88.3 | 90.7 | 110.1
CC(=O)O[C@H]1CCC2=C(CC(F)C[C@@H]3[C@@H]2CC[C@]2(C)C(=O)CC[C@@H]32)C1 (some centres undefined) | 95.1 | 102.1 | 103.6 | 105.1 | 84.2 | 91.9 | · | 90.4

Nine structures from above, ordered by molar mass, smallest number first.
SMILES | RPMI-8226 | A549/ATCC | HOP-62 | M14 | HOP-92 | MOLT-4 | EKVX | CCRF-CEM
CC(=O)CC(=O)Nc1ccccc1 | 110.5 | 94.0 | 98.6 | 108.5 | 96.2 | 123.1 | · | 117.8
CCCSSSCCC | 103.1 | 94.6 | 96.8 | 95.9 | 92.2 | 108.3 | 95.6 | 81.2
COC(=O)c1ccc2c(c1)NC(=O)[C@@H]1CCCN21 | 96.6 | 98.2 | 85.7 | 102.4 | 87.5 | 84.1 | 94.1 | 99.5
COc1ccc(C(N)CCc2cc(OC)c(OC)c(OC)c2)cc1 (centres undefined) | 103.8 | 110.0 | 97.0 | 91.5 | 67.1 | 117.4 | 92.3 | 113.2
O=S(=O)(Oc1ccc(-c2cn3ccoc3n2)cc1)C1CCCCC1 | 93.3 | 99.4 | 105.1 | 104.4 | 99.9 | 93.5 | 100.5 | 87.2
CN1C(=O)/C(=C2/C(=O)N(C)c3ccccc32)S/C1=N\Nc1ccccc1 | 91.5 | 95.8 | 86.8 | 99.4 | 79.0 | 103.5 | 68.9 | 94.1
O=C(CCCNC(=O)c1nc(-c2ccccc2)n(-c2ccccc2)n1)NO | · | 71.7 | · | 98.0 | · | 101.5 | 96.8 | ·
Cc1cc(C)n(C(=O)c2sc(=S)n(-c3ccccc3)c2-n2nnc(C#N)c2N)n1 | 109.7 | 113.8 | 104.7 | · | 117.6 | 88.3 | 90.7 | 110.1
COc1cc(NC(=O)CCSc2nc3ccc(C)cc3c(=O)n2-c2ccccc2)cc(OC)c1OC | 73.3 | 85.1 | 93.6 | 100.6 | 60.3 | 57.7 | · | 65.0

Continued:
SMILES | RPMI-8226 | A549/ATCC | HOP-62 | M14 | HOP-92 | MOLT-4 | EKVX | CCRF-CEM
Cc1ccc(N=Nc2sc(-n3[nH]c(=O)ccc3=O)nc2O)cc1 | 98.4 | 102.5 | 97.0 | 101.8 | 89.4 | 102.4 | 102.9 | 98.5
O=C1CC(c2ccc(F)cc2)c2snc(-c3ccc(F)cc3)c2N1 (centres undefined) | 90.9 | 95.7 | 94.9 | 95.1 | 75.7 | 82.0 | · | 87.0
O=C1Nc2ccc(Cl)cc2/C1=C/c1ccc(OCC(=O)c2ccc(Br)cc2)cc1 | 100.7 | 101.7 | 68.4 | 95.6 | 72.0 | 95.6 | 81.6 | 101.8
C=CCOC(=O)C1CC=CCC1C(=O)OCC=C (centres undefined) | 98.0 | 99.2 | 112.4 | 96.6 | · | 104.0 | · | 97.2
